V1aR counter = activates human V1a receptor in oxytocin agonist counter-screen; P37288; CHO-V1R cells, Fluo-8 calcium fluorescence, agonist mode; 0% DMSO, 100% 3 nM vasopressin; activation, % at 3 µM; actives 0.25% (n = 320,000); AID 2797;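 active = activation above the mean activation of all tested compounds plus 3 SD, per screening run, cut at about 20% in these data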;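 note: signal is peak over basal fluorescence ratio across a 100 second FLIPR read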
Target sequence (P37288 whole entry, looked up): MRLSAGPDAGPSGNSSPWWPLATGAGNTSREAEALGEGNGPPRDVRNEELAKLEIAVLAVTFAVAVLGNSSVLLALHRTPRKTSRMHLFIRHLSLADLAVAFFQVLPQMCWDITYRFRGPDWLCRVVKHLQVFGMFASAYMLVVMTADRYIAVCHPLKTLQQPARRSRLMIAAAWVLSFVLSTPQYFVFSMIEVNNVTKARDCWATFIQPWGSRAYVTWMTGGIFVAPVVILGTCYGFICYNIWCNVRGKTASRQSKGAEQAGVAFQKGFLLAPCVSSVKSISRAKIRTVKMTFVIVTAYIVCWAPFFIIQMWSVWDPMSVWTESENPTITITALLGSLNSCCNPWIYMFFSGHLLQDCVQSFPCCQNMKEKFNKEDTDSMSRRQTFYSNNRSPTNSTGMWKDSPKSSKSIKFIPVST
TAAR1 antag = human TAAR1 antagonism; CHO RD-HGA16 TAAR1, Fluo-8 calcium fluorescence, antagonist; actives 1.5% (n = 360,000); Q96RJ0; inhibition, % at 3 µM;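 active = inhibition above a per-plate cutoff, the mean inhibition of test compounds on that plate plus 3 SD, cut at about 49% in these data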;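 note: 0% = DMSO plus EC80 beta-PEA response and 100% = DMSO alone without agonist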
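Material: RD-HGA16 CHO cells with stable hTAAR1 and Gα16; Dosing: single nominal final test compound concentration of 3 µM; Schedule: seeding 17-24 h prior, 75-min 37 °C, 30-min RT dye loading; Detection: kinetic Fluo-8 calcium fluorescence measurement; Measure: % inhibition from peak post-agonist over basal fluorescence ratio; Benchmarks: vehicle and agonist controls.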
M1 antag = human CHRM1 antagonism. CHO-K1 hM1, Fluo-8 calcium fluorescence, ACh EC80 antagonist. inhibition, % at 3 µM. actives 1.3% (n = 360,000). P11229;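 active = percent inhibition above its own plate's cutoff, namely the mean of that plate's compound wells plus 3 SD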;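 note: peak over basal fluorescence ratio during 140 s after agonist addition; 0% = ACh EC80 plus DMSO and 100% = DMSO alone without agonist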
CHO parental Ca = signal in parental CHO cells, OX1R antagonist counter-screen; parental CHO-K1, ATP-induced calcium, Fluo-8 fluorescence; inhibition, % at 5.6 µM; actives 0.63% (n = 330,000); AID 463079;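 active = inhibition above that plate's mean sample inhibition plus 3 SD, cut at about 26% in these data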;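 note: 0% = ATP-challenged DMSO wells and 100% = DMSO wells without ATP; some compounds past the cut are filed as inactive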
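Test system: untransfected parental CHO cell line. Compound: one dose, 5.6 µM nominal. Detection: intracellular calcium via Fluo-8 no-wash fluorescent dye. Measure: % inhibition. Benchmarks: ATP-challenged DMSO wells low, unchallenged DMSO wells high.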
OXTR agonist = human OXTR agonism; activation, % at 3 µM; P30559; CHO-OTR cells, Fluo-8 calcium fluorescence; normalized: DMSO 0%, oxytocin 100%; actives 0.32% (n = 320,000);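 active = activation above the mean of all tested compounds plus 3 SD, cutoff set per screening run, cut at about 20% in these data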;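 note: peak over basal fluorescence ratio from a 100 s FLIPR kinetic read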
Target sequence (P30559 whole entry, looked up): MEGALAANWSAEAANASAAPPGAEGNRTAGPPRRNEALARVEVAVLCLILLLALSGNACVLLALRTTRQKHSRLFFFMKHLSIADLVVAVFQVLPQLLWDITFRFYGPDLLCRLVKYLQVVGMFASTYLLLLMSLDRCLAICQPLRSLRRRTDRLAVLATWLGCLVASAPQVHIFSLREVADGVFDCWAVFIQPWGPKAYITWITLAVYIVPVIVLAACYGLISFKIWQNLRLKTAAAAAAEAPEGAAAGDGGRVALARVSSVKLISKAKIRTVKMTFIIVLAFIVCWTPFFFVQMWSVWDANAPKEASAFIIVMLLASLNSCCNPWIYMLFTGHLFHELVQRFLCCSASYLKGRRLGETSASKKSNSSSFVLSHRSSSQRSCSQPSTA
OXTR potentiator = potentiators of human oxytocin receptor; P30559; CHO-OTR cells, Fluo-8 calcium fluorescence, potentiator mode; 0% = oxytocin EC15, 100% = EC100; activation, % at 3 µM; actives 0.061% (n = 320,000); AID 2445;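 active = activation above that plate's cutoff, the mean activation of tested compounds plus 3 SD, cut at about 6.6% in these data, passing the limit was not always enough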;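 note: 100% uses oxytocin at 75 nM as the full agonist control; some results filed as inactive read as strong as hits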
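System: human OTR in CHO cells; Also added: sub-maximal oxytocin, roughly EC15; Timing: compound 6 min at room temperature before oxytocin, 100 s read; Technique: Fluo-8 intracellular calcium fluorescence, ex 470-495, em 515-575 nm; Controls: oxytocin EC15 low and EC100 high; Replication: singlicate.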
M1 PAM = human CHRM1 positive allosteric modulation. actives 0.088% (n = 360,000). activation, % at 3 µM. P11229. CHO-K1 hM1, Fluo-8 calcium fluorescence, ACh EC20; 0% = ACh EC20, 100% = maximal ACh; in the data active = activation above about 19%, passing the limit was not always enough
TAAR1 agonist = human TAAR1 agonism. CHO RD-HGA16 TAAR1, Fluo-8 calcium fluorescence; vehicle wells 0%, saturating PEA agonist 100%. activation, % at 3 µM. actives 0.99% (n = 360,000);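 active = activation above the mean activation of all test compounds in the run plus 3 SD, cut at about 38% in these data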
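Assay system – CHO-derived RD-HGA16 cells with stable Gα16 and human TAAR1 · Compound dosing – one-point dosing at 3 µM (nominal) · Incubation – 17-24 h seeding, 75 min 37 °C dye, 30 min RT · Measured by – kinetic Fluo-8 calcium fluorescence · Control set – DMSO vehicle as 0%, PEA at EC100 as 100% · Repeats – single well for each compound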
CHRM1 agonist = activates human CHRM1 receptor; CHO-K1 hM1, Fluo-8 calcium fluorescence, agonist mode; 0% DMSO, 100% acetylcholine EC100; P11229; activation, % at 3 µM; actives 0.33% (n = 360,000);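 active = activation above the run's mean compound activation plus 3 SD, cut at about 16% in these data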;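 note: peak over basal fluorescence ratio within a 140 s kinetic read after compound addition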
The depositor's hits bear a star; · = not tested or not shown; & = joins results of further samples.

[1] CCOc1ccc(NC(=O)CN2CCc3ccccc3C2)cc1
[2] O=C1c2ccccc2C(=O)N1CCCn1c(=O)oc2ccccc21
[3] COc1ccc(NC(=O)c2ccccc2OCc2c(C)noc2C)cc1OC
[4] O=C(OCc1cn([C@H]2CN(C(=O)c3cccs3)[C@@H](c3ccc(Cl)cc3)C[C@@H]2O)nn1)c1ccccc1
[5] CCOc1ccccc1C(=O)Nc1cccc(-c2ccc3nncn3n2)c1
[6] COCCNc1nc2c(c(=O)n(C)c(=O)n2C)n1CCCc1ccccc1
[7] c1ccc2c(N3CCCCC3)ncnc2c1
[8] Cc1ccccc1CC1CCN(CCCNC(=O)Nc2ccccc2)CC1
compound no. | 1 | 2 | 3 | 4 | 5 | 6 | 7 | 8
V1aR counter | -0.1 | 0.4 | 0.7 | · | -0.7 | · | 3.4 | ·
TAAR1 antag | 1 | 1 | -2 | 28 | 13 | -14 | 4 | 2
M1 antag | -18 | -8 | -3 | -3 | -7 | -7 | -12 | -17
CHO parental Ca | -12 | -13 | -21 | · | -34 | · | -2 | ·
OXTR agonist | -1.0 | -0.2 | -0.1 | · | -2.5 | · | 6.2 | ·
OXTR potentiator | -10 | -3 | -1 | · | -5 | · | -18 | ·
M1 PAM | 7 | 4 | 7 | 2 | 10 | 9 | 6 | 0
TAAR1 agonist | 3 | 1 | 4 | 4 | 4 | 2 | 8 | 3
CHRM1 agonist | -9 | -4 | -1 | -1 | -2 | -5 | -2 | -9

Excerpt: entries 6–8
[6] COCCNc1nc2c(c(=O)n(C)c(=O)n2C)n1CCCc1ccccc1
[7] c1ccc2c(N3CCCCC3)ncnc2c1
[8] Cc1ccccc1CC1CCN(CCCNC(=O)Nc2ccccc2)CC1
compound no. | 6 | 7 | 8
V1aR counter | · | 3.4 | ·
TAAR1 antag | -14 | 4 | 2
M1 antag | -7 | -12 | -17
CHO parental Ca | · | -2 | ·
OXTR agonist | · | 6.2 | ·
OXTR potentiator | · | -18 | ·
M1 PAM | 9 | 6 | 0
TAAR1 agonist | 2 | 8 | 3
CHRM1 agonist | -5 | -2 | -9

Continued:
[9] O=C(COC(=O)c1cn(-c2ccccc2)nc1-c1ccc(F)cc1)Nc1ncc(Cl)cc1Cl
[10] CCOc1cc(C)c(Cl)cc1S(=O)(=O)NC1CC(C)(C)NC(C)(C)C1
[11] CCOC(=O)N1C/C(=C\c2ccccc2)C(=O)/C(=C/c2ccccc2)C1
[12] CC1(OC(=O)C2CCCC2)C(=O)C=C2C=C(c3ccsc3)N(CCc3c[nH]c4ccccc34)C=C2C1=O (stereo not drawn)
[13] COC(=O)c1cc2nc(-c3ccc(C)cc3)cc(C(F)(F)F)n2n1
[14] COc1ccc(-c2csc(Nc3ccccc3)[n+]2Cc2ccccc2)cc1
[15] COc1ccc(C(=O)N2CCc3cc(OC)c(OC)cc3C2c2ccc(OC)c(OC)c2)cc1 (stereo not drawn)
[16] CCc1ccc(NC(=S)NNC(=O)c2ccccc2OC(F)F)cc1
compound no. | 9 | 10 | 11 | 12 | 13 | 14 | 15 | 16
V1aR counter | 1.5 | 0.6 | · | -0.6 | -0.9 | 0.5 | 2.2 | 0.6
TAAR1 antag | -5 | -13 | 31 | · | -2 | -21 | 1 | ·
M1 antag | 2 | -7 | 4 | 0 | -6 | -11 | -6 | ·
CHO parental Ca | -3 | -3 | · | -19 | -4 | -18 | -23 | 5
OXTR agonist | 0.1 | -1.0 | · | -2.0 | -0.2 | 0.2 | -1.4 | -0.4
OXTR potentiator | -3 | 0 | · | -2 | 2 | -3 | -7 | -4
M1 PAM | -4 | 8 | 2 | 3 | 9 | 6 | 14 | ·
TAAR1 agonist | 4 | 1 | 3 | · | 2 | 1 | -2 | ·
CHRM1 agonist | -4 | -7 | -3 | -11 | -6 | -4 | 1 | ·

[17] COCCCNC(=O)C[C@H]1C[C@H](C(=O)N(C(C)C)C(C)C)[C@@]2(C)c3[nH]c4cc(CCC(=O)N(C)C)ccc4c3CCN2C1=O
[18] O=C(NCCc1nc2ccccc2[nH]1)/C(=C/c1ccco1)NC(=O)c1ccccc1Br
[19] Cc1ccc(OCCn2c(CCNC(=O)C(C)C)nc3ccccc32)cc1
[20] COc1ccc([N+](=O)[O-])cc1NC(=O)CSc1ncccn1
[21] Cc1c(Cl)cccc1NC(CC(=O)c1ccccc1)C(=O)O (stereo not drawn)
[22] Cc1ccccc1OCC(=O)Nc1cccc(Cl)c1C
[23] O=C(CSC1=NC2(CCCCCC2)N=C1c1ccccc1)Nc1ccc2c(c1)OCCO2
[24] C/C(=N\NC(=O)CSc1nc2nc(C)cc(C)n2n1)c1ccccc1
compound no. | 17 | 18 | 19 | 20 | 21 | 22 | 23 | 24
V1aR counter | · | 0.3 | 3.9 | 0.7 | 0.2 | -1.8 | -0.9 | 0.7
TAAR1 antag | -5 | 21 | -11 | 3 | 4 | 11 | 16 | 1
M1 antag | -9 | -3 | -11 | 5 | -10 | -7 | 0 | -20
CHO parental Ca | -13 | -21 | 0 | -8 | -10 | 20 | -8 | -3
OXTR agonist | · | -0.2 | -0.5 | 1.5 | 0.3 | -2.8 | -2.0 | 0.1
OXTR potentiator | · | -3 | -20 | -3 | 2 | -14 | 0 | -5
M1 PAM | 5 | -1 | 8 | -4 | 12 | 5 | -2 | 2
TAAR1 agonist | 1 | 4 | 4 | 2 | 1 | 3 | -1 | 7
CHRM1 agonist | -2 | -5 | -3 | -5 | -6 | -6 | -9 | -2

[25] COc1cc(C)c(CNc2cccc(C)c2)cc1C
[26] COc1ccc(-c2sc3ccc(N4CCOCC4)cc3c2C#CCCO)cc1
[27] COc1cccc(C(Nc2ccccn2)c2c(NC(=O)c3ccco3)sc(C)c2C)c1 (stereo not drawn)
[28] N=C(N)c1ccccc1
[29] Cc1c(NC(=O)CSc2ncccn2)c(=O)n(-c2ccccc2)n1C
[30] CCN(CC)C(=O)COc1ccc2c3c(c(=O)oc2c1C)CCCC3
[31] O=C(COC(=O)Cc1ccccc1F)Nc1cccc(F)c1
[32] Cc1cccc(NC(=S)Nc2ccc3cn[nH]c3c2)c1
compound no. | 25 | 26 | 27 | 28 | 29 | 30 | 31 | 32
V1aR counter | -0.3 | 0.3 | -0.5 | 1.1&1.4 | 0.0 | 1.8 | 0.1 | 0.2
TAAR1 antag | -5 | 40 | 2 | -10&0 | 7 | -12 | -29 | -1
M1 antag | -11 | 11 | 4 | -19&-35 | -5 | -2 | -14 | -10
CHO parental Ca | -19 | 4 | -23 | 0&-2 | -5 | -14 | -6 | 7
OXTR agonist | -1.5 | 4.1 | -2.0 | 2.0&0.9 | -0.4 | -1.0 | -1.2 | 0.6
OXTR potentiator | -1 | -8 | -8 | -3&6 | -1 | -4 | -4 | -1
M1 PAM | 1 | -6 | -3 | -2&5 | 8 | 2 | 0 | 5
TAAR1 agonist | 9 | 6 | 0 | 2&1 | 1 | 3 | 1 | 8
CHRM1 agonist | -6 | -2 | -8 | -2&1 | 2 | -7 | -3 | -6

[33] Cc1ccc2c3c1C1(C(=O)N3C(C)(C)CC2C)C(C#N)=C(N)Oc2cc(O)ccc21 (stereo not drawn)
[34] O=C(C[C@@H]1C/C=C/CC[C@@H](Cc2ccc(F)cc2)C(=O)OCCNC1=O)N[C@H](CO)Cc1ccccc1
[35] Cc1cc(NS(=O)(=O)c2ccc(NC(=O)CSc3nc4ncc(Cl)cc4[nH]3)cc2)nc(C)n1
[36] COc1ccc(Cl)cc1C(=O)Nc1ccc(NC(=O)c2ccco2)cc1
[37] Cc1cccc(NC(=O)c2ccc(-n3cncn3)c([N+](=O)[O-])c2)c1
[38] CC(C)(C)c1ccc(NC(=S)NCCc2ccccn2)cc1
[39] Cc1ccc(C(c2sc3nc(C)nn3c2O)N2CCN(c3ccccc3)CC2)cc1 (stereo not drawn)
[40] CCn1c(C)nc2cc(C(=O)N3N=C(CCOC)CC3(O)C(F)(F)F)ccc21 (stereo not drawn)
compound no. | 33 | 34 | 35 | 36 | 37 | 38 | 39 | 40
V1aR counter | 0.1 | 0.1 | -0.2 | 1.8 | 0.3 | -0.6 | 0.5 | -0.6
TAAR1 antag | -15 | 10 | -14 | 17 | -5 | -14 | 11 | -1
M1 antag | -12 | -4 | -3 | -7 | -11 | 0 | 12 | -11
CHO parental Ca | -21 | -9 | -11 | -8 | -11 | -34 | -17 | 8
OXTR agonist | 1.1 | 0.9 | 0.2 | -0.3 | -0.9 | -2.8 | 0.5 | 0.0
OXTR potentiator | -4 | -5 | 2 | -11 | -7 | -10 | -10 | -8
M1 PAM | 11 | 10 | 5 | 1 | 6 | 0 | -3 | 7
TAAR1 agonist | 2 | 19 | 3 | 7 | 2 | 4 | 0 | -1
CHRM1 agonist | -3 | 1 | -3 | -1 | -3 | -4 | -1 | -4

[41] COc1ccc(CCNC(=O)COc2ncnc3ccccc23)cc1
[42] O=C(O)CCCCCN1C(=O)CSC1=S
[43] CN(Cc1nc2ccc(Cl)cc2[nH]1)Cc1nc(-c2cnccn2)no1
[44] COc1ccc(C)cc1NC(=O)CN(C)S(=O)(=O)c1ccc2c(c1)CCCN2C(C)=O
[45] CCOc1ccc(S(=O)(=O)N2CCCCC2)cc1NC(=O)CCNC(=O)c1ccco1
[46] O=C(CSc1ccccc1F)OCC(=O)N1CCN(C(=O)c2ccco2)CC1
[47] CN(C)CC(C)(C)CNS(=O)(=O)c1ccc(Cl)s1
[48] Cc1noc(C)c1CSc1ccccc1C(=O)Nc1nccs1
[49] Cc1ccc(S(=O)(=O)N2CCC(C(=O)N/N=C/c3cccn3C)CC2)cc1
[50] O=C(NCc1nnc(SCC(=O)N2CCCC2)o1)c1ccco1
compound no. | 41 | 42 | 43 | 44 | 45 | 46 | 47 | 48 | 49 | 50
V1aR counter | 1.1 | 5.1 | 0.8 | 2.7 | · | -1.2 | -0.2 | 0.4 | 0.3 | 0.7
TAAR1 antag | -7 | 7 | -5 | 6 | -11 | -1 | 15 | 6 | -6 | -19
M1 antag | -13 | -36 | -9 | 3 | -6 | -8 | 11 | -1 | -16 | 0
CHO parental Ca | -8 | -14 | -4 | -14 | · | 1 | -7 | -25 | -19 | 10
OXTR agonist | -0.5 | 2.7 | 0.1 | 0.8 | · | -0.4 | 0.4 | -0.3 | -0.3 | -1.1
OXTR potentiator | -25 | -17 | -2 | -21 | · | -5 | -1 | -6 | -6 | -7
M1 PAM | 11 | 8 | 17 | -4 | 5 | 7 | -15 | -1 | 6 | 11
TAAR1 agonist | 4 | 2 | 7 | 1 | 3 | 3 | 4 | 4 | 0 | 6
CHRM1 agonist | -3 | 0 | -6 | 1 | -3 | -2 | -5 | -2 | -1 | -3

Compound activity: PubChem BioAssay, The Scripps Research Institute Molecular Screening Center

The order is random; 3.7% or so of the library scored in one or more.
